Source: PubChem BioAssay (several laboratories)
PDI turbidity: inhibitors of human protein disulfide isomerase | P07237 | PDI insulin aggregation turbidity, A650, 90 min | inhibition, % at 10 µM | actives 0.052% (n = 350,000) | AID 588391;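 active = mean inhibition across replicates of 30% or more, whatever share of single replicates reach that level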;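 note: absorbance from insulin aggregation driven by PDI reduction with DTT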
Target sequence (P07237 whole entry, looked up): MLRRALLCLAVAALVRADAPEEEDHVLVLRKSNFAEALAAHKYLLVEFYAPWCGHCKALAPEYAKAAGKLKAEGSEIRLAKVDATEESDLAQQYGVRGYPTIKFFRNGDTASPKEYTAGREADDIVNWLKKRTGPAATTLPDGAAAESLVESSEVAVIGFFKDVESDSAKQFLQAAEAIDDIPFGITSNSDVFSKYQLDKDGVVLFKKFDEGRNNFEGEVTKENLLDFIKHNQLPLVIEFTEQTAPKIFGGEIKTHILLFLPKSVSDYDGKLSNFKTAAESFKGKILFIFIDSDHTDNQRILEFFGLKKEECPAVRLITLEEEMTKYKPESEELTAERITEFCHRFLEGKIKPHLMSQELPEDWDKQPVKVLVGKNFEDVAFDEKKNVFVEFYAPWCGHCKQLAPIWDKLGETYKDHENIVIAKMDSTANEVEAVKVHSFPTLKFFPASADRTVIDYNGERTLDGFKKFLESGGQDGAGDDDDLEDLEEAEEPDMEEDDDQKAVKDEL
hiPSC survival: enhancers of human iPSC single-cell survival. hiPSC single-cell survival, ATPlite luminescence; 100% = ROCK inhibitor wells, 0% = DMSO. survival enhancement, % at 20 µM. actives 0.044% (n = 360,000); in the data active = survival enhancement above about 18%;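 note: cells exposed to compounds for 16 hours before the ATP read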
Peg3 promoter: inhibitors of Peg3 promoter; HeLa PEG-Prom luciferase reporter, luminescence, overnight; inhibition, % at 20 µM; actives 1.7% (n = 360,000); AID 588405;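 active = inhibition of at least 50% at 20 µM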
Vif imaging: inhibitors of HIV Vif. HEK293T cells, Vif self-association by quenched fluorescence, imaging, 24 h. actives 0.35% (n = 340,000). inhibition, % at 7.49 µM; in the data active = inhibition above about 50%, passing the limit was not always enough; note: some results filed as inactive read as strong as hits
TRPM1 prom inh: inhibitors of MITF-driven TRPM1 promoter in melanoma cells. SK-MEL-5 TRPM1 promoter luciferase, 24 h. inhibition, % at 12.5 µM. actives 0.83% (n = 330,000). AID 488899;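 active = mean inhibition across replicates of 60% or more, whatever share of single replicates reaches that level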; note: values of inactives mirror those of a sister screen read the other way
NR2E3 ag-1: agonists of human NR2E3 nuclear receptor; Q9Y5X4; CHO-S Gal4-NCOR/VP16-NR2E3 two-hybrid, luciferase; inhibition of corepressor binding, % at 3.98 µM; actives 0.35% (n = 360,000); AID 602229;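 active = inhibition above the mean of all tested compounds plus 3 SD, cut at about 70% in these data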;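 note: 0% = DMSO with NR2E3 transfected cells and 100% = cells lacking NR2E3 construct; higher means lower luciferase signal from less NR2E3 corepressor binding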
Target sequence (Q9Y5X4 whole entry, looked up, the tested form may be a part): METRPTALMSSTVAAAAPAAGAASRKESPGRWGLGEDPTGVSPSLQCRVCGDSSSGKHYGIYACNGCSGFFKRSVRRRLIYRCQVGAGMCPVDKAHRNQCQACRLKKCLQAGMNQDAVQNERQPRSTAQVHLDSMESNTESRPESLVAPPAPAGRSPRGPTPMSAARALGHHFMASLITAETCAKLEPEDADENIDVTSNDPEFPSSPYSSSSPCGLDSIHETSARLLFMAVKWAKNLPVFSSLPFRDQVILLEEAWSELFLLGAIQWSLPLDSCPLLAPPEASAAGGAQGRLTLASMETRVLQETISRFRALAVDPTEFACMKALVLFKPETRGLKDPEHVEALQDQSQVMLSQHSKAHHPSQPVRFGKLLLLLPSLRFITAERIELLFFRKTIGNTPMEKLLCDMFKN
Exocytosis inh: lytic granule exocytosis inhibition; TALL-104 LAMP-1 surface exposure, flow cytometry; cells stimulated with thapsigargin and PMA; inhibition, % at 10 µM; actives 0.66% (n = 360,000);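 active = inhibition above about 55%, limit read from the data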
NR2E3 ag-2: NR2E3 (human) agonism. GST-NR2E3/biotin-RetCOR TR-FRET, 1536-well. inhibition of corepressor binding, % at 4.78 µM. actives 0.12% (n = 320,000). AID 2300;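 active = percent inhibition above the cutoff of mean plus 3 SD of all tested compounds, set per screening campaign, cut at about 20% in these data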;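 note: 0% = DMSO wells and 100% = biotin wells as full block of FRET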
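System: GST-tagged NR2E3 plus biotinylated RetCOR corepressor; Amount: 1.35 nM GST-tagged NR2E3 final; Dosing: single nominal compound dose of 4.8 µM; Schedule: 5 h incubation at 4 °C; Technique: TR-FRET with europium anti-GST and streptavidin-D2, 340 nm excitation; Controls: biotin wells as high control, 0.6% DMSO wells as low control.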
CaV13 ICDI inh: Disruptors of the CACNA1D IQ motif to Ca2+-dependent inactivation inhibitor domain association, primary screening, Förster resonance energy transfer in intact living …. actives 0.098% (n = 340,000). HEK cells, CFP/YFP FRET ICDI-IQ, plate reader, 10 min; percent FRET-ratio fall versus neutral wells. inhibition, % at 12.3 µM;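 active = mean replicate inhibition of at least 30% and at least 1% of replicates passing that level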;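 note: 0% = median of the neutral control wells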
aDG glyco up: alpha-DG glycosylation activation; actives 0.22% (n = 360,000); Pro5-aDG cells, alpha-DG glycosylation AlphaScreen (IIH6); 0% Pro5, 100% B10-LARGE cell signal; activation, % at 10 µM;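 active = activation of at least 8% versus controls, or a plate z-score of at least 8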;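 note: Pro5 are CHO cells carrying HIG-tagged alpha-DG that lacks glycosylation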
HIF-2a block: HIF-2a inhibition; 786-0 RCC cells HIF-2a reporter, luciferase luminescence, overnight; inhibition, % at 18.8 µM; actives 0.72% (n = 360,000); AID 624352;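 active = inhibition of the luminescence signal of 40% or more relative to plate controls, in a single-dose primary screen at 18.75 µM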
An asterisk follows results filed as active; x = not tested or not shown.

SMILES | PDI turbidity | hiPSC survival | Peg3 promoter | Vif imaging | TRPM1 prom inh | NR2E3 ag-1 | Exocytosis inh | NR2E3 ag-2 | CaV13 ICDI inh | aDG glyco up | HIF-2a block
COc1cc(/C=C(\NC(C)=O)C(=O)Nc2ccccc2C)ccc1OC(C)=O | 8 | 4.3 | 5 | 7 | -3 | -14 | -2 | -4 | -6 | 0.1 | 18
CCc1c(O)nc2ccccn2c1=O | -15 | 2.7 | 12 | -5 | 9 | -27 | -4 | -1 | -2 | 0.0 | 13
C=CCc1ccc(OCC(O)COc2ccc(CC=C)cc2OC)c(OC)c1 | -1 | -0.9 | 12 | 6 | 4 | -15 | -1 | 2 | x | 0.2 | 6
Cc1c(CCOC(=O)c2cccc([N+](=O)[O-])c2)sc[n+]1CC(=O)c1ccccc1 | 3 | 0.2 | 5 | -2 | -1 | 3 | 2 | 8 | -2 | 0.5 | 4
O=C(NC1=C(Nc2ccc(Cl)cc2)C(=O)c2ccccc2C1=O)c1ccccc1 | 10 | -1.4 | 3 | 1 | 72* | 25 | -1 | -6 | -13 | 4.7 | 8
CCOC(=O)c1ccc(NC(=O)CSc2ccc(-c3cccnc3)nn2)cc1 | 4 | 1.2 | -40 | -14 | 1 | -7 | 25 | -5 | -19 | 0.0 | -43
Clc1cccc(CSc2nnc(-c3cccnc3)n2Cc2ccco2)c1 | -4 | 2.1 | 19 | -4 | -12 | 21 | -5 | 1 | -8 | 0.0 | 9
COc1cc(/C=C/c2cc(C(F)(F)F)[nH]c(=O)n2)cc(OC)c1OC | 14 | -1.6 | 25 | 22 | 23 | 45 | 0 | x | -8 | 0.3 | 40*
CCN(CC)C(=O)n1c(Cc2ccccc2)nc2ccccc21 | -4 | -0.5 | 6 | 10 | -21 | 0 | 0 | -3 | -19 | 0.0 | 19
Cc1cccc(/C=N/n2c(COc3ccccc3)n[nH]c2=S)c1 | -5 | -0.5 | 14 | -6 | -5 | -18 | -4 | x | -17 | 0.1 | -1
CCCCC(=O)NC(=S)Nc1ccc(Cl)c(C(=O)O)c1 | 1 | -1.7 | 8 | 0 | 6 | -1 | -8 | 5 | -4 | -0.8 | 8
COc1ccc(-n2nnnc2-c2nc3ccccc3s2)cc1 | 11 | -3.4 | -174 | 3 | -10 | -44 | 4 | -1 | -6 | 0.1 | -86
CCCCc1ccc(NC(=O)N2CCNC(=O)C2CC(=O)Nc2ccsc2C(=O)OC)cc1 (stereo unspecified) | -6 | -0.5 | 6 | 11 | -18 | 4 | -6 | -1 | -20 | 0.1 | -8
CC(=O)Nc1ccc(OCC[n+]2cccc(C(N)=O)c2)cc1 | 6 | -0.1 | -4 | 4 | 4 | -8 | -2 | -2 | -5 | 0.1 | 10
CN1CCN(c2ccc(C(=O)c3ccc(Br)cc3)cc2[N+](=O)[O-])CC1 | -6 | -2.3 | -17 | 14 | -8 | 9 | 2 | 3 | 8 | 0.9 | -33
Fc1ccccc1Nc1nc2ccccc2o1 | 1 | -0.5 | -294 | 1 | -82 | -160 | -8 | -2 | -4 | 0.0 | -247
Cc1cccc(NC(=O)CN2CCN(C(=O)C3CCCO3)CC2)c1C (stereo unspecified) | 3 | -0.3 | 4 | 4 | 2 | -5 | 0 | 1 | x | 0.0 | 12
C=CCN(CC=C)C(=O)C1CCN(Cc2ccc(OCc3ccccc3)cc2)CC1 | -14 | -0.6 | -53 | 0 | -6 | 0 | 46 | -1 | -20 | 0.8 | -71
CC1CCCN(C(=O)COC(=O)c2cccc(NS(=O)(=O)c3ccccc3)c2)C1 (stereo unspecified) | 4 | -0.1 | -7 | 0 | -3 | 11 | -3 | 0 | -5 | 0.1 | -6
CCC(=O)Nc1cccc(-c2nc3ccc(C)cc3o2)c1 | -2 | -0.3 | -293 | -2 | -56 | -108 | 2 | 1 | -18 | 0.0 | -39

The closing four records of the part above come first, to join the parts.
SMILES | PDI turbidity | hiPSC survival | Peg3 promoter | Vif imaging | TRPM1 prom inh | NR2E3 ag-1 | Exocytosis inh | NR2E3 ag-2 | CaV13 ICDI inh | aDG glyco up | HIF-2a block
Cc1cccc(NC(=O)CN2CCN(C(=O)C3CCCO3)CC2)c1C (stereo unspecified) | 3 | -0.3 | 4 | 4 | 2 | -5 | 0 | 1 | x | 0.0 | 12
C=CCN(CC=C)C(=O)C1CCN(Cc2ccc(OCc3ccccc3)cc2)CC1 | -14 | -0.6 | -53 | 0 | -6 | 0 | 46 | -1 | -20 | 0.8 | -71
CC1CCCN(C(=O)COC(=O)c2cccc(NS(=O)(=O)c3ccccc3)c2)C1 (stereo unspecified) | 4 | -0.1 | -7 | 0 | -3 | 11 | -3 | 0 | -5 | 0.1 | -6
CCC(=O)Nc1cccc(-c2nc3ccc(C)cc3o2)c1 | -2 | -0.3 | -293 | -2 | -56 | -108 | 2 | 1 | -18 | 0.0 | -39
C[C@H]1CN([C@@H](C)CO)C(=O)CCCn2nncc2CO[C@@H]1CN(C)C(=O)Nc1ccnc(N2CCOCC2)c1 | -4 | 0.6 | -1 | 6 | x | -29 | 10 | x | -6 | 0.5 | -7
Cc1ccc(C(=O)N/C(=C\c2ccco2)C(=O)NCCc2c[nH]c3ccccc23)cc1 | -6 | -0.2 | -20 | -3 | 4 | -23 | -2 | 2 | -4 | -0.3 | -18
COc1ccc(/C=N/Nc2nc(C)c([N+](=O)[O-])c(N(C)c3ccccc3)n2)cc1OC | 5 | -0.6 | 13 | 13 | 0 | 11 | -1 | 2 | x | -0.2 | 8
CCCCNC(=O)c1nc(C2CCN(S(=O)(=O)c3cccc(C(F)(F)F)c3)CC2)oc1-c1cccc(C(F)(F)F)c1 | x | 1.5 | 1 | x | x | -11 | -10 | x | -4 | 0.1 | 7
O=C1/C(=C/c2ccccc2Cl)SC(=S)N1CCCC(=O)N(CCO)c1ccccc1 | 16 | -0.3 | 67* | -10 | 9 | -15 | 3 | 1 | x | 1.6 | 71*
O=C(CSc1nc2ccccc2[nH]1)Nc1ccccc1F | 12 | 4.4 | 1 | 7 | -13 | 4 | -4 | -1 | -9 | 0.0 | -2
COc1ccccc1NS(=O)(=O)c1cc(-c2cnc(C3CC3)o2)ccc1C | 0 | 0.4 | 52* | -9 | 9 | -31 | 9 | -1 | -3 | 1.1 | 25
Cc1cc(C(=O)NC2CCCN(Cc3ccc(Cl)cc3)C2)n(C)n1 (stereo unspecified) | 6 | 0.2 | 10 | -21 | 14 | -34 | -14 | x | x | -0.2 | 17
O=C(NCc1ccc(OC(F)(F)F)cc1)c1ccc2c(c1)S(=O)(=O)c1ccccc1C2=O | 0 | -1.8 | 14 | 11 | -7 | -16 | -8 | 1 | -3 | 0.4 | -3
O=C(NC1CCN(Cc2ccccc2)CC1)c1cn(-c2ccccc2)nc1-c1cccnc1 | 4 | -0.5 | -2 | 12 | -9 | -7 | 0 | 0 | -14 | 0.0 | 5
O=C1CC(C(=O)N2CCc3ccccc32)CN1c1ccccc1 (stereo unspecified) | 6 | 0.1 | -2 | 17 | 7 | -33 | -8 | 6 | -7 | -0.2 | -8
O=C(Nc1ccc(S(=O)(=O)N2CCCC2)cc1)c1ccc(Br)o1 | 10 | -0.5 | -5 | 5 | -2 | -25 | 80* | 1 | -7 | 0.0 | -9
OCC1(Cc2ccc(F)cc2)CCCN(CCCC(F)(F)F)C1 (stereo unspecified) | -2 | 0.2 | 16 | -3 | -12 | 13 | 6 | 1 | -6 | 0.1 | 19
Cc1oc(-c2ccc(Cl)cc2)nc1CN1CCC(C(=O)NCC2CCCO2)CC1 (stereo unspecified) | 8 | -0.6 | 6 | 3 | 1 | -20 | 10 | 0 | -2 | 0.0 | 1
O=C(Cc1n[nH]c(=O)c2ccccc12)NC(c1ccccc1)c1ccccc1 | -1 | -0.8 | -2 | -15 | -1 | -19 | 4 | 1 | -2 | 0.1 | -8
Cc1cc(C)c2oc(=O)cc(CN3CCOCC3)c2c1 | -5 | -2.2 | 19 | -31 | 0 | -7 | -8 | -2 | -4 | -0.1 | 0
CC(=O)c1ccc(S(=O)(=O)Nc2ccc(C(=O)N3CCC3)cc2)cc1 | 1 | 0.5 | 6 | -1 | -9 | -2 | -8 | x | -6 | -0.4 | 9
CN1C(=O)CCC(CCC(=O)O)(c2ccccc2O)C1=O (stereo unspecified) | -1 | -0.2 | 7 | -3 | 4 | -21 | 12 | -1 | -13 | 0.0 | 15
Cc1cc(NC(=O)COc2ccc3ccccc3c2)no1 | -7 | -0.2 | -165 | 6 | -48 | -41 | -11 | 2 | -5 | 0.1 | -196
COc1cc2[nH]c3c(N4CCN(c5ccc(Cl)cc5)CC4)ncnc3c2cc1OC | 4 | 2.0 | 43 | -6 | 9 | -27 | 22 | 1 | x | 1.7 | 14
COc1ccc(NC(=O)CS(=O)(=O)c2cccc(Cl)c2)cc1 | 5 | -0.3 | -4 | -12 | 0 | -35 | 8 | -2 | -5 | 0.0 | 13
O=C(Nc1scc(-c2ccccc2)c1C(=O)O)c1ccc(F)cc1 | 0 | -0.5 | -172 | -12 | 2 | -44 | 4 | 2 | -1 | 0.1 | -244
O=C(Cn1cc([N+](=O)[O-])cn1)NCc1ccccc1Cl | -4 | -0.6 | -5 | -13 | -8 | 0 | -19 | -4 | -20 | -0.2 | -15
COC(=O)Cc1c(C)c2ccc(O)c(CN3CCCC(C)C3)c2oc1=O (stereo unspecified) | -6 | 3.5 | -2 | -2 | -7 | -27 | -3 | 2 | -5 | 0.0 | 16
COC(=O)c1ccc(C)c(NC(=O)COC(=O)C2CC3CCCC(C2)C3=O)c1 (stereo unspecified) | 2 | -0.3 | -13 | 6 | 0 | -12 | -1 | 2 | -5 | -0.1 | 2
Cc1csc(NC(=O)CSc2nc(C(C)C)nc3ccccc23)n1 | -5 | 0.1 | 21 | 3 | 16 | 14 | 1 | 3 | -3 | 0.2 | 33
Cc1cccc(C)c1NC(=O)COC(=O)c1nonc1N | 0 | 5.1 | 1 | -1 | 11 | 5 | 0 | 2 | -4 | -0.3 | 14
Nc1ccccc1SCc1cn2ccccc2n1 | 2 | -1.2 | -187 | -4 | -69 | -79 | -4 | 1 | -3 | -0.1 | -108
COc1ccc(-c2cc3nc(NCCCN(C)C)n(C)c(=O)c3s2)cc1OC | 5 | -1.3 | -24 | -10 | x | -8 | -7 | x | -4 | -0.2 | -15
COc1ccc2c(c1)c(C(=O)CN1CCC3(CC1)OCCO3)c(C)n2C | -12 | 0.1 | 5 | -8 | -5 | -14 | -5 | 2 | x | 0.1 | 0
CCOCCCNCC(=O)Nc1ccc(OC(F)(F)F)cc1 | 10 | -1.9 | 6 | 0 | 2 | 7 | 0 | 2 | -2 | 0.0 | 17
CCOC(=O)c1cccc(NC(=O)N[C@@H](C)C(=O)OC)c1 | 9 | -0.1 | 22 | 7 | -1 | -14 | -1 | -4 | x | 0.0 | -8
N#C/C(=C(/O)c1ccc([N+](=O)[O-])o1)c1nc2ccccc2[nH]1 | 0 | -0.4 | 77* | -2 | 87* | 21 | 37 | -2 | -5 | 0.0 | 39

An unsorted share of the library (roughly 3.5% active in at least one column).
